Assay outcomes (PubChem BioAssay)
HTRA1 inh: inhibitors of human serine peptidase HTRA1; Q92743; recombinant HTRA1, FP-rhodamine activity-based probe, fluorescence polarization; inhibition, % at 5.96 µM; 340,000 tested, 0.5% active; in the data active = inhibition above about 36%;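 also: 0% = enzyme with DMSO and 100% = wells lacking enzyme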
Target sequence (Q92743 whole entry, looked up): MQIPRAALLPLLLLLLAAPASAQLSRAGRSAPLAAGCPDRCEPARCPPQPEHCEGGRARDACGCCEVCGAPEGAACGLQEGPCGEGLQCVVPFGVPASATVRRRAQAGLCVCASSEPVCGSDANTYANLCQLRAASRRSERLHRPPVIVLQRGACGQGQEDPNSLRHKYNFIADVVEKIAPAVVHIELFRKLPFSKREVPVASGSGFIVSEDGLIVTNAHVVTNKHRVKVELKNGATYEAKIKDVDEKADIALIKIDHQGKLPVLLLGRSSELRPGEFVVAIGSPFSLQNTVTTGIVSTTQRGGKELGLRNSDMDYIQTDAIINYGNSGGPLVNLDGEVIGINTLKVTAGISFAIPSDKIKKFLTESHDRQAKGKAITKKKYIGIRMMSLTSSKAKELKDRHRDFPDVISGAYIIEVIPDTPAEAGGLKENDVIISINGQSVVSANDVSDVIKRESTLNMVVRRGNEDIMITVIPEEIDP
SIAE primary: blocks human sialic acid acetylesterase | Q9HAT2 | SIAE FP-Rh probe binding, fluorescence polarization | inhibition, % at 9.66 µM | 370,000 tested, 0.69% active | AID 1053197;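 active = inhibition above a cutoff: mean of compounds within the control limits plus 3 SD of those, cut at about 17% in these data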;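 also: 0% = plate median of compound wells and 100% = probe without SIAE protein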
Target sequence (Q9HAT2 whole entry, looked up): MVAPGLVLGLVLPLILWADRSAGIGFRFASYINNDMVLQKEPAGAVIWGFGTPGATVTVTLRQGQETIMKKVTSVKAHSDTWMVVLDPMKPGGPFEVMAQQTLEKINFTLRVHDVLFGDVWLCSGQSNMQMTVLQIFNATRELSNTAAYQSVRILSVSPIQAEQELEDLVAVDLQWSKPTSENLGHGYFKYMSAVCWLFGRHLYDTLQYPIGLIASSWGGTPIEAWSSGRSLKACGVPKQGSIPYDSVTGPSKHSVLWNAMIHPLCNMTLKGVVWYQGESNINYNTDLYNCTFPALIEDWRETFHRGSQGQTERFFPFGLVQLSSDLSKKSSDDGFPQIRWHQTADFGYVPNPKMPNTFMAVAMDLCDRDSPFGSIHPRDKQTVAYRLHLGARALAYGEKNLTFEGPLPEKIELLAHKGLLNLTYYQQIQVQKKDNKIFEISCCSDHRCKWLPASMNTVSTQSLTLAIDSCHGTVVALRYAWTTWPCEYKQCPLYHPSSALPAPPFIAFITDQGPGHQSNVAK
mABHD4 FP: ABHD4 (mouse) inhibition, primary FP screen; Q8VD66; purified mABHD4, FP-Rh probe fluorescence polarization; inhibition, % at 8.92 µM; 370,000 tested, 0.54% active;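 active = inhibition exceeding the mean over every tested compound plus 3 SD, cut at about 30% in these data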;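 also: 0% = plate median of compound wells and 100% = S159A mutant with DMSO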
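assay system = mABHD4 protein | compound dosing = single nominal dose of 8.92 µM, 0.89% DMSO final | read-out basis = percent inhibition of probe binding, normalized to plate controls | schedule = Enzyme–compound pre-incubation 45 min, then probe 60 min, both 25 °C | detection = fluorescence polarization, excitation 525 nm, emission 598 nm, BODIPY TMR filters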
LEDGF integ inh: blocks HIV-1 LEDGF/p75-dependent DNA integration | 370,000 tested, 0.64% active | inhibition, % at 3.7 µM | TR-FRET IN-LEDGF/p75 DNA integration, Eu/Cy5 | AID 743269;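 active = inhibition above the screen-wide mean plus 3 SD, cut at about 13% in these data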;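 also: signal is the Cy5 over europium emission ratio at 671 and 618 nm; 0% = plate median of compound wells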
MBD2 DNA inh: MBD2-methylated oligo binding inhibition | Q9UBB5 | TR-FRET, MBD2 binding to methylated oligonucleotide | inhibition, % at 4.4 µM | 370,000 tested, 0.31% active; in the data active = inhibition above about 13%
TCR-CD3 inh: human TCR-CD3 binding inhibition; TAMRA-labeled TCR probe fluorescence, biochemical; inhibition, % at 9.4 µM; 360,000 tested, 0.37% active; AID 651800; in the data active = inhibition above about 19%;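 also: recombinant mutant TCR 2C K166C tagged with TAMRA read by polarization; 0% = receptor in buffer alone and 100% = receptor with positive control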
PRMT1 FP inh: inhibitors of human PRMT1 | 370,000 tested, 1.3% active | recombinant PRMT1, activity-based probe fluorescence polarization | inhibition, % at 2.79 µM;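 active = inhibition above about 21% made by adding two undisclosed values, limit read from the data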
TDP2 absorb: blocks human TDP2 phosphodiesterase activity; O95551; recombinant TDP2, T5PNP hydrolysis, p-nitrophenol absorbance 415 nm; inhibition, % at 12.8 µM; 370,000 tested, 0.34% active; AID 720702;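 active = inhibition above the mean of all tested compounds plus 3 SD, set per campaign, cut at about 25% in these data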;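 also: 0% = DMSO with enzyme and 100% = buffer with substrate but no TDP2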
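System – recombinant human TDP2 · Amount – 120 nM TDP2 per well · Buffer or medium – Mg2+-containing Tris-HCl buffer, pH 7.5 · Reagent – T5PNP substrate, 5 mM · Dosing – 12.8 µM single point, 1% DMSO · Incubation – 2 h at 37 °C · Measured by – epi absorbance · Read-out basis – percent inhibition · Benchmarks – high control without enzyme, low control DMSO plus TDP2 · Repeats – singlicate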
rCAG binder: binds r(CAG) RNA repeats; r(CAG) RNA repeat, TO-PRO-1 dye displacement fluorescence; inhibition, % at 3 µM; 370,000 tested, 1.3% active; AID 651821;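 active = inhibition above the plate cutoff, the mean of all test compounds on that plate plus 3 SD, cut at about 35% in these data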;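 also: 0% = DMSO alone and 100% = 100 µM mitoxantrone as full dye displacement; higher means more dye released from RNA so lower well fluorescence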
GC-B act: GC-B (human) receptor activation; AID 1920062; HEK293-GC-B cells, CNP EC30, cGMP TR-FRET; 0% at EC30 CNP, 100% saturating CNP; 370,000 tested, 0.11% active; activation, % at 10 µM;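 active = activation at 10 µM reaching about 35% in either raw or pattern-adjusted values, limit read from the data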
* marks the source's active call; other numbers are inactive results; nt = not tested or not shown.

SMILES	HTRA1 inh	SIAE primary	mABHD4 FP	LEDGF integ inh	MBD2 DNA inh	TCR-CD3 inh	PRMT1 FP inh	TDP2 absorb	rCAG binder	GC-B act
COc1ccc(OC)c(NC(=O)C2CCCN2S(=O)(=O)c2ccc3c(c2)CC(C)N3C(C)=O)c1 (stereo unspecified)	7	-2	0	-7	-1	-3	0	-2	6	1
S=C(NC1CCCCC1)N1CCN(Cc2ccccc2)CC1	0	2	-1	-2	5	1	2	8	-1	5
CC(=O)Nc1ccc(Nc2nnc(-c3ccc(C)c(S(=O)(=O)NCCO)c3)c3ccccc23)cc1	8	6	2	2	0	-3	-2	-1	-3	4
CCC(=O)N1CCc2cc(Br)cc(S(=O)(=O)N3CCCC(C(=O)NC(C)(C)C)C3)c21 (stereo unspecified)	-6	-5	1	1	1	-7	-2	-6	2	1
Cc1ccc(S(=O)(=O)N(C)C)cc1NC(=O)c1c(-c2c(F)cccc2Cl)noc1C	3	2	2	0	2	4	-2	-6	-4	-12
CCOC(=O)C1(Cc2ccccc2)C(=O)N(CCCN(C)C)c2ccccc21 (stereo unspecified)	nt	-2	-1	0	-3	6	1	3	-4	-8
O=C(OCC(=O)N1CCc2ccccc2C1)c1cccc([N+](=O)[O-])c1	-3	-1	3	0	-6	0	-2	-7	-6	-3
ONC(=Nc1ccc(Cl)cc1)c1ccc(Cl)cc1	-14	0	-12	4	2	-5	0	-3	2	0
Cc1cc(C)c(S(=O)(=O)Nc2ccc(O)c(Sc3ncn[nH]3)c2)cc1C	4	0	1	1	1	2	1	-1	6	0
Cn1cc(-c2cccc3[nH]cc(-c4ccccc4)c23)c2ccccc21	nt	-1	7	-4	0	nt	2	-3	10	-5
Cc1cc(-c2ccc(C(C)C)c(S(=O)(=O)N3CCOc4ccccc43)c2)on1	-29	-8	-7	-5	1	-3	2	-3	6	-1
CCNc1nc(C)c(CN(C(C)=O)c2ccccc2)nc1C#N	5	7	-4	6	4	-3	2	-10	-4	-2
CC(=O)Nc1ccc(OCCOc2ccc(/C=C3\C(=N)N4N=C(C(C)C)SC4=NC3=O)cc2)cc1	-8	-4	3	-2	2	3	-1	19	16	1
O=C(CCCC(=O)N(CC(=O)NC1CCCCC1)Cc1ccccc1)Nc1ccccn1	7	4	0	0	1	5	-2	2	-8	-3
CC[C@@H]1C(c2ccc(F)cc2)=NN(c2ccccc2)[C@H]1C(=O)N1CCOC1=O	7	5	-3	3	-1	4	-1	1	4	3
Cc1cccc(N(CC(=O)NC(C)C)C(=O)c2ccc(N3CCCC3)nc2)c1	6	5	-2	4	2	-7	-2	-1	-8	-2
CCOc1ccc(CN(C)C(=O)CCN2C(=O)c3ccccc3C2=O)cc1OC	-6	-2	-3	-5	1	-7	4	-17	-3	4
CN1OC[C@@H]2CN(C(=O)CCc3ccccc3)[C@H](c3ccccc3Br)C[C@@H]21	nt	-1	7	4	-4	9	-4	0	0	-7
Cc1cc(C)nc(N/N=C/C2=C(O)CC(c3ccc(F)cc3)CC2=O)n1 (stereo unspecified)	nt	0	21	-2	0	-7	-1	-1	1	-1
CCCNC(=O)C(Cc1cccc(C#N)c1)NC(=O)c1ccc(C#N)cc1 (stereo unspecified)	-9	1	11	-3	-1	-7	2	8	-1	4
COc1ccc(N2CCN(C(=O)CCCn3c(=S)[nH]c4cc5c(cc4c3=O)OCO5)CC2)cc1	3	8	-7	2	-3	1	1	-7	3	-2
COc1ccc(-c2ccc([C@H]3[C@@H]4C=CCC[C@@]4(C)C(=O)N3Cc3ccccc3)c(F)c2)cc1OC	-55	-5	2	0	4	0	-4	9	5	2
CCOC(=O)Cc1csc(SCC(=O)Nc2cc(C)ccc2OC)n1	2	-2	-1	4	1	1	-1	-7	-8	-1
COc1cc(/C=N/NC(=O)COc2ccc(-n3cnnn3)cc2)ccc1OCC(N)=O	-3	-6	0	0	-3	0	4	4	-2	2
Cc1c(Cl)cccc1NC(=O)Cn1nnc(C(=O)NCc2cccs2)c1N	0	-4	3	0	0	6	1	-7	0	-1
c1ccc2nc(N3CCOCC3)c(N3CCOCC3)nc2c1	2	-5	-4	-1	-3	1	2	4	3	1
Cc1cccc(C(=O)N2CCN(c3ncnc4c3cnn4-c3ccccc3)CC2)c1	1	-5	-9	1	3	2	-2	0	0	-3
COc1cc(CN2CCN(c3cccc(Cl)c3)CC2)cc(OC)c1OC	-6	4	2	1	1	6	0	9	-1	-2
CSc1ccccc1NC(=O)c1c(C)noc1C	4	-1	3	-1	3	2	1	5	-1	-2
O=C(Nc1ccc(Cl)cc1)C1CCCN1C(=O)NCc1ccccc1 (stereo unspecified)	3	-2	-2	2	5	6	0	-7	0	1
Cc1ccc(NCC(=O)N/N=C\c2cccc(O)c2)cc1	-1	14	7	3	-8	-4	3	-9	3	-7
CCOC(=O)C1CCN(c2ccc(C(N)=O)cc2[N+](=O)[O-])CC1	0	-2	-4	-4	-2	-5	2	0	0	-4
O=Cc1cccn1-c1sc2c(c1C(=O)O)CCCC2	-4	3	4	5	-7	9	1	13	3	2
Cc1cc(=O)[nH]c(=S)n1-c1ccccc1	-1	1	9	-2	3	-1	-3	-3	0	8
COc1cc2c(c(NC(C)=O)c1)N(C(C)=O)CCC2	3	-5	2	0	2	-1	-4	-9	0	4
O=C(Cn1nnc(-c2ccccc2Cl)n1)Nc1cccc(S(=O)(=O)N2CCCC2)c1	-20	-40	-20	-1	2	4	1	7	7	-4

Record cards, from the list above. Values in the order: HTRA1 inh | SIAE primary | mABHD4 FP | LEDGF integ inh | MBD2 DNA inh | TCR-CD3 inh | PRMT1 FP inh | TDP2 absorb | rCAG binder | GC-B act
O=Cc1cccn1-c1sc2c(c1C(=O)O)CCCC2 across the screens: -4 | 3 | 4 | 5 | -7 | 9 | 1 | 13 | 3 | 2
COc1cc2c(c(NC(C)=O)c1)N(C(C)=O)CCC2 across the screens: 3 | -5 | 2 | 0 | 2 | -1 | -4 | -9 | 0 | 4
CCOC(=O)C1CCN(c2ccc(C(N)=O)cc2[N+](=O)[O-])CC1 across the screens: 0 | -2 | -4 | -4 | -2 | -5 | 2 | 0 | 0 | -4
Cc1cc(=O)[nH]c(=S)n1-c1ccccc1 across the screens: -1 | 1 | 9 | -2 | 3 | -1 | -3 | -3 | 0 | 8

Other structures:
SMILES	HTRA1 inh	SIAE primary	mABHD4 FP	LEDGF integ inh	MBD2 DNA inh	TCR-CD3 inh	PRMT1 FP inh	TDP2 absorb	rCAG binder	GC-B act
CC(NC(=O)c1cccs1)c1ccc(Cl)cc1 (stereo unspecified)	-6	-3	-2	-1	4	-5	-2	10	0	5
O=C(NNC(=O)c1cccc2ccccc12)c1ccc2c(c1)OCO2	3	0	-5	2	-1	-9	-1	-14	-2	1
Cc1cc(C)cc(OCC(=O)OCC(=O)c2cc(C)n(C3CC3)c2C)c1	-8	2	-2	3	-7	2	-2	-10	-2	-7
CCOC(=O)c1cnc2ccc(OC)cc2c1Nc1ccc(N2CCN(C)CC2)cc1	3	14	5	1	9	-5	0	-7	-8	-6
O=C(CSc1nc2ccccc2s1)NN=Cc1ccc(O)cc1O	nt	7	1	-4	-5	nt	-1	12	11	-9
COc1cccc2[nH]c3c(N4CCCCC4)ncnc3c12	6	4	0	-3	0	2	-1	3	-3	-6
Cn1c(CNC(=O)Cc2ccc3c(c2)OCO3)nnc1SCc1ccccc1	-5	5	4	-1	1	-2	-2	0	-7	3
Cc1cc(Oc2ccc(N)cn2)cc(C)c1Cl	1	0	-6	-3	1	-4	5	-7	-1	-1
CC(C)(Oc1ccc(Cl)cc1)C(=O)Nc1c2c(nn1C(C)(C)C)CS(=O)(=O)C2	-3	-4	-7	-5	4	-13	5	-3	-5	-3
COc1ccc(Cn2cc(CN(C)C3CN(Cc4cn(Cc5ccc(OC)cc5)nn4)S(=O)(=O)C3)nn2)cc1 (stereo unspecified)	nt	-5	2	-2	7	6	6	4	1	2
COC(=O)c1c(N)sc(C(=O)N2CCOCC2)c1C	3	14	0	-2	-2	-3	0	12	0	3
CN(CC(=O)Nc1ccccc1C(=O)NC1CC1)Cc1ccc(N(C)C)cc1	-5	0	-1	2	-5	12	-3	12	4	-7
O=C(Nc1cccc(Cl)c1)c1ccccc1NC(=O)C1CCCCC1C(=O)O (stereo unspecified)	-3	-1	-2	2	0	8	0	11	10	1
COc1ccc(Cc2c(C3CCCCC3)nc3ccc(Cl)cn23)c(C)c1	nt	6	-5	2	2	8	-3	2	2	-3
Cc1[nH]c(C)c(S(=O)(=O)N2CCCCC2)c1C(=O)N1CCCC1	3	1	-6	1	4	-4	7	4	-1	1
CC(C)c1cccc(C(C)C)c1OC(=O)[C@H]1OC(C(C)(C)C)=C[C@@H]1c1ccccc1	-3	2	5	-1	3	-5	2	3	4	1
O=C(O)c1cc(-c2ccc3ccccc3n2)nc2ccccc12	-5	-4	-3	4	-4	0	-1	1	2	0
O=S(=O)(Nc1c(O)ccc2ccccc12)c1ccccc1	5	-1	7	-1	3	-11	17	1	8	-2
N=C(N)SCP(=O)(c1ccccc1)c1ccccc1	-5	-2	6	2	0	-4	68*	-6	-2	-8
COc1ccc(N2CCN(C(=O)c3ccc4nc(N5CCCCC5)sc4c3)CC2)cc1	2	-3	5	-1	2	-9	0	-5	0	-1
CC(C)NC(=O)C1CC(=O)N(C(C)c2ccccc2)C1 (stereo unspecified)	-2	1	1	-2	-4	5	0	-8	1	-5
CN(C)CCCN(C(=O)c1ccc(S(=O)(=O)N2CCCc3ccccc32)cc1)c1nc2ccc(F)cc2s1	-36	3	7	-3	4	-3	-1	1	-3	-9
O=C(Cc1ccc(F)cc1)Nc1cccc(-c2ccc3nncn3n2)c1	-5	3	-3	-2	-4	2	1	-14	1	-2
COC(=O)/C(=C\c1c(OC)cc(OC)cc1OC)C(=O)c1ccc2c(c1)OCO2	-3	-6	11	2	1	-2	-2	5	2	-3
O=C(Nc1cccn(Cc2c(Cl)cccc2Cl)c1=O)C1CC1	-2	2	2	-5	1	-3	-1	-9	-3	4
O=C(CCN1C(=O)c2ccncc2C1=O)Nc1cc(F)ccc1F	6	0	-4	-5	3	-3	8	0	0	0
CCOc1ccc(-n2c(C)nc3cc(C(=O)NCCN4CCOCC4)ccc32)cc1	-7	-1	2	-4	3	0	0	7	-1	6
Cc1cccc(NS(=O)(=O)c2ccc(C(=O)N3CCCCCC3)cc2)c1C	-11	-4	4	0	5	5	0	5	-2	0
CCCCNC(=O)c1nc(-c2ccc(C(F)(F)F)cc2)oc1-c1ccccc1	nt	-3	5	1	1	5	0	-1	3	7
CC(C)CNC(=S)NC(=O)c1ccc(F)cc1	-2	-5	3	-3	0	-4	3	0	-3	-6
CC(C)CNS(=O)(=O)c1cc(C(=O)N2CCOCC2)c(Cl)cc1Cl	5	6	1	5	2	-1	0	-2	-5	7
COc1cc(/C=C(\NC(=O)c2ccccc2)C(=O)Nc2nccs2)ccc1OC(C)=O	8	9	-1	-1	1	3	0	16	5	4

PRMT1 FP inh: entries above that show a hit.
SMILES,HTRA1 inh,SIAE primary,LEDGF integ inh,MBD2 DNA inh,TCR-CD3 inh,PRMT1 FP inh,TDP2 absorb,GC-B act
N=C(N)SCP(=O)(c1ccccc1)c1ccccc1,-5,-2,2,0,-4,68*,-6,-8

A portion of the library; the hit share may differ from the screen's.
